HTT aggregate: reduces HttQ103-GFP aggregates in PC12 cells; AID 1688; actives 1.1% (n = 220,000); PC12 HttQ103-GFP aggregates, Acumen cytometry, 40 h; Potency, µM (doses to about 46.1 µM), without a hit: top-dose activity change, negative = inhibition, usual class: inhibitors; also: % is scaled to controls: 0 for no effect and ±100 for the full control effect; nearly all actives have a fitted effect of over 60% in size
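Ecdysone-promoter PC12 model expressing HTT exon 1 Q103 fused to GFP, induced by tebufenozide at 100 nM final. Compounds titrated; aggregates sized 1–25 µm scored on a 488 nm laser cytometer.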
GoLoco inh red: blocks human Gai1 binding to RGS12 GoLoco peptide, red readout; Gai1:RGS12 GoLoco peptide FP, rhodamine, 10 min; P63096; Potency, µM (doses to about 61.6 µM), for inactives: at the highest dose activity, negative = inhibition, most hits filed as inhibitors; AID 880; actives 0.44% (n = 230,000); active = well fitted inhibition curve with a large enough effect, not every such curve was filed as active; inactive = no such curve, though single readings can be large or run the other way; also: % is scaled to controls: 0 for no effect and ±100 for the full control effect; nearly all actives have a fitted effect of over 30% in size; many of its hits are not listed in these tables
Target sequence (P63096 whole entry, looked up): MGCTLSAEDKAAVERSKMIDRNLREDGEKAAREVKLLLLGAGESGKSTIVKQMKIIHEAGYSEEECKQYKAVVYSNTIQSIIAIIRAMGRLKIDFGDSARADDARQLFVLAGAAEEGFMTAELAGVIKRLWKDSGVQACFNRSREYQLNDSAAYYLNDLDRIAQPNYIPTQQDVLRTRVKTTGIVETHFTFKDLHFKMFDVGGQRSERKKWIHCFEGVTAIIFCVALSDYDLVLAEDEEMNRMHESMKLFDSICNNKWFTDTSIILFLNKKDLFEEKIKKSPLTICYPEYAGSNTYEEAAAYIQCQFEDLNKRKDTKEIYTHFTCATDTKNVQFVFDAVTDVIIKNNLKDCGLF
GAA spleen mod: inhibits or activates alpha-glucosidase in human spleen homogenate. human spleen homogenate, 4-MU-alpha-glucoside fluorescence. actives 0.006% (n = 240,000). Potency, µM (doses to about 79.9 µM), inactives show top-dose activity change, negative = inhibition, most hits filed as inhibitors. AID 2112;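 also: 0% = enzyme with vehicle and -100% = no enzyme basal signal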
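Compounds were titrated against alpha-glucosidase in spleen homogenate at pH 5.0, with 1 mM 4-methylumbelliferyl substrate for 40 min at 37 C. Reactions were quenched with pH 10 NaOH/glycine and fluorescence measured.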
GAA inh: alpha-glucosidase (human) inhibition; purified human GAA, 4-MU-alpha-glucoside fluorescence; Potency, µM (doses to about 76.9 µM), without a hit: top-dose activity change, negative = inhibition, most hits filed as inhibitors; actives 0.005% (n = 200,000);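 also: plate controls were uninhibited enzyme wells for no effect and no-enzyme background for full effect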
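Compounds are titrated up to 77 uM against 4 nM human enzyme. Substrate 4-methylumbelliferyl-alpha-D-pyranoside (400 uM) reacts 20 min at room temperature in pH 5.0 buffer; liberated 4-methylumbelliferone is read at 440 nm.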
IMPase Li inh: cell-permeable IMPase inhibitors with lithium potentiation | CHO-M1 cells, IP1 TR-FRET (IP-One), carbachol + lithium | Potency, µM (doses to about 59.4 µM), inactives show at the highest dose activity, negative = IMPase inhibition, most hits filed as inhibitors | actives 0.35% (n = 210,000);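 also: IP1 builds up when IMPase is blocked and the TR-FRET signal falls; plate controls were basal vehicle for no effect and high inhibitor control for full effect; nearly all actives have a fitted effect of over 50% in size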
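Readout is a homogeneous TR-FRET IP1 immunoassay (Ex 320, Em 665 and 620), where raised cytosolic IP1 lowers signal. Cells were CHO-M1 treated 30 min at 37C with test compounds plus a little lithium; AC50 values came from Hill-equation fitting.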
GAA glycogen: inhibitors or activators of human alpha-glucosidase glycogen cleavage; recombinant GAA, glycogen substrate, Amplex Red glucose oxidase fluorescence; Potency, µM (series often up to 76.4 µM), without a hit: at the highest dose activity change, negative = inhibition, most hits filed as inhibitors; actives 0.38% (n = 300,000);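 also: 0% = full enzyme reaction and -100% = no-enzyme basal signal; the screen sought inhibitors and activators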
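Recombinant human alpha-glucosidase (4 nM final) hydrolysed bovine liver glycogen (30 ug) for 40 min at 37 C in pH 5.0 citrate/phosphate with 0.01% Tween-20. Released glucose detected by glucose oxidase/Amplex Red, Ex 573/Em 610 nm. Compounds up to 77 uM; AC50 from Hill fits.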
HTT ATP protect: Huntington cell model cytoprotection by ATP luminescence | PC12 HTT-Q103 induced, cytoprotection, ATP luminescence, 40 h | Potency, µM (doses to about 56.4 µM), inactives show cytoprotection (ATP increase), actives largely listed as activators | actives 0.14% (n = 230,000);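 also: % of control where 0% means no effect; nearly all actives have a fitted effect of over 45% in size; toxic huntingtin expression switched on by the ecdysone agonist tebufenozide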
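Huntington model: PC12 line, ecdysone-inducible HTTQ103 exon1–GFP, tebufenozide 100 nM. Test articles in a dose series. Endpoint luminescence from cellular ATP.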
Starred values were filed as active, the others as inactive; ? = inconclusive; / = not tested or not shown; [ ] = another dose, or the depositor's remark. Unless noted, calls follow the shape of the dose curve; as a rule, active = well fitted curve in the direction sought with a large enough effect; inconclusive = small, poorly fitted or top-dose-only effect, or another doubt; inactive = no such curve, though single readings can be large; an effect the other way counts as inactive or inconclusive. Potency is read from the fitted curve at half-maximal effect.

SMILES | HTT aggregate | GoLoco inh red | GAA spleen mod | GAA inh | IMPase Li inh | GAA glycogen | HTT ATP protect
COc1ccccc1-c1nc2n(n1)C(c1ccccc1Cl)C(C(N)=O)=C(C)N2 (centres undefined) | ? | 2% | -5% | -1%[15.4 µM] | 3%[38.3 µM] | -1% | -13%
CCCC/C=C1\CCc2c([nH]c3ccccc23)C1=O | -10% | 10% | -5% | 3% | 2% | -2% | -52%[inhibitor]
CCCc1c2ccccc2nc2ccccc12 | -8% | 10% | -2% | ? | -11% | 4% | /
Cn1c2ccc(F)cc2c2ncn(CC3CCCO3)c(=O)c21 (centres undefined) | -2%[9.22 µM] | 6% | 0% | 1% | / | 0% | 14%[10 µM]
O=C(c1ccco1)N1CCN(c2ncnc3c2[nH]c2ccc(Cl)cc23)CC1 | -9% | -9% | 2% | ? | -5% | 3% | /
COCCNC(=O)c1ccccc1NC(=O)CCSc1ccccc1 | -3% | 1% | 5% | -1% | 3% | -3% | -24%
O=C(Nc1ccn(-c2ccccc2)n1)c1ccc(S(=O)(=O)N2CCCCCC2)cc1 | ? | 4% | -2% | -8% | 2%[38.3 µM] | -8% | -34%
O=C(NC(Nc1nc2ccc([N+](=O)[O-])cc2s1)(C(F)(F)F)C(F)(F)F)c1ccccc1Cl | 0.32µM* | 8% | -10% | -7% | 22% | 5% | -61%[inhibitor][10 µM]
Cc1nc(-c2cccc(C(F)(F)F)c2)sc1C(=O)O | 0% | 15% | 3% | 5% | -12% | 14% | -12%
CCCCCC(=O)N/N=C/c1ccco1 | -8% | -3% | -4% | 4% | 2% | 10% | 5%[10 µM]
COc1cc(C2=NOC(C(=O)N3CCCCCC3)C2)cc(OC)c1OC (centres undefined) | -13% | / | -15% | 1% | / | 0% | -4%
CN(C)S(=O)(=O)c1ccc(NC(=O)c2ccccn2)cc1 | -7% | -3% | -8% | -3% | -9% | -6% | -22%[10 µM]
COCCNC(=O)/C(C#N)=C/c1ccc(O)cc1 | -31%[9.22 µM] | 7% | -17% | / | / | 6% | -10%[10 µM]
CCCc1nnc(NC(=O)CNc2ccc(F)cc2)s1 | 5% | 5% | -4% | 7% | -6%[38.3 µM] | -15% | -20%
CC(=O)[C@H]1[C@H](c2cccc(Cl)c2)C(C#N)(C#N)[C@@H]2c3ccccc3C=CN21 | ? | 67%[activator] | -3% | -4% | 5% | -5% | 8%[1.9 µM]
CC(C)c1ccc(/C=C/C(=O)CCC(=O)O)cc1 | 13% | 6% | 2% | -3% | 3% | 6% | -19%[10 µM]
O=C(CNCCC1=CCCCC1)Nc1ccccc1N1CCCCC1 | 23% | -37% | -2% | -11% | 52%[activator][38.3 µM] | -13% | 11%[1.9 µM]
Cc1ccc(C)c(S(=O)(=O)n2cnc3ccccc32)c1 | ? | -1% | -1% | -2% | 34%[38.3 µM] | 2% | -10%
CC(=O)N1CC=C2C(C#N)=C(N)C(C#N)(C#N)C(CCc3ccccc3)C2C1 (centres undefined) | 11% | 21% | 4% | 13% | 21%[38.3 µM] | -15% | -25%[10 µM]
CC(O)CCC(=O)NCCNC(=O)CCC(C)O (centres undefined) | 3% | -2% | 7% | -3% | -13%[38.3 µM] | -11% | -7%
CCN(CC)S(=O)(=O)c1ccc(NC(=O)c2cc(-c3cccs3)nc3ccccc23)cc1 | -9% | -3% | -2% | 5% | -5% | -7% | -9%[10 µM]
O=[N+]([O-])c1cccc(-c2ccc(/C=N/Nc3nc(N4CCCCC4)nc(N4CCCCC4)n3)o2)c1 | ? | -2% | / | ? | 24% | -5% | -86%[inhibitor]
COC(=O)c1c(-c2ccccc2)noc1C | 32%[9.22 µM] | 15% | -4% | ? | 13% | 1% | 36%[10 µM]
Oc1ccc(-c2cccc(-c3ccc(O)cc3)n2)cc1 | 24%[9.22 µM] | 5% | -4% | -9% | 4%[38.3 µM] | -6% | -1%[10 µM]
CCCn1c(SCC(=O)Nc2cccc(C)n2)nc2c1c(=O)n(C)c(=O)n2C | 10%[9.22 µM] | 0% | 2% | 4% | 17% | 14% | 9%[10 µM]
CN1CCN(NC(=O)c2cc(S(=O)(=O)N3CCOCC3)c(Cl)cc2Cl)CC1 | -4% | 3% | -30% | 1% | ? | -4% | 17%[10 µM]
CC(=O)N1CN(CCCn2ccnc2)Cc2c1sc1c2CCCC1 | 11% | 7% | -3% | -11% | -15%[38.3 µM] | 0% | -59%[inhibitor]
CCCn1c(N)c(C(=O)CSc2nnnn2-c2ccc(O)cc2)c(=O)n(C)c1=O | -25% | 6% | 0% | 8% | 24%[38.3 µM] | 3% | 7%
COc1cccc(NS(=O)(=O)c2ccc3c(c2)C2C=CCC2C(c2ccc(C(=O)O)cc2)N3)c1 (centres undefined) | 9% | 52%[activator] | -5% | -2% | 0% | -4% | /
O=C1C2C3C=CC(C4CC34)C2C(=O)N1c1ccc2c(c1)OCO2 (centres undefined) | 13% | -6% | -2% | -1% | 1% | 5% | -83%[inhibitor]
COc1c(O[C@H]2O[C@@H](CO)[C@@H](O)[C@@H](O)[C@@H]2O)cc2c(c1OC)-c1ccc(SC)c(=O)cc1[C@H](NC(C)=O)CC2 | 19%[20.6 µM] | 8%[21.6 µM] | 1%[29.1 µM] | / | 1% | / | ?
Cc1cccc(CC(=O)Nc2cc(=O)n(C)c(=O)n2C)c1 | -11% | 8% | -7% | -1% | 1%[38.3 µM] | -10% | -5%
O=C(NCCOC(=O)C1COc2ccccc2O1)C1COc2ccccc2O1 (centres undefined) | 9% | -13% | -9% | ? | 5%[38.3 µM] | -3% | -15%[10 µM]
C/C(=N\NC(=O)C1COc2ccccc2O1)c1cccs1 (centres undefined) | 17%[9.22 µM] | 6% | 2% | -8% | 2%[38.3 µM] | 3% | -5%
CC1=CC(=Nc2c(C)n(C)n(-c3ccccc3)c2=O)C=CC1=O | 9%[9.22 µM] | -9% | 1% | / | / | -21% | -12%[10 µM]
COc1cc(NC(=O)c2cc(-c3cccnc3)nc3ccc(C)cc23)c(OC)cc1Cl | 18% | -4% | -9% | -4% | 2% | 7% | 5%[10 µM]
O=C(COC(=O)/C=C/c1ccc(Cl)cc1Cl)NCCC1=CCCCC1 | 16% | 5% | 2% | 1% | 2% | 0% | 4%[10 µM]
CCOc1cc(CNc2ccc(O)cc2)ccc1OCc1ccc(Cl)cc1Cl | 16% | -29% | -10% | ? | 20%[38.3 µM] | ? | -18%[10 µM]
Cc1cc(NC(=O)c2sc(Nc3ccc(F)cc3)nc2N)no1 | 22% | 10% | 4% | 6% | -4% | -9% | -3%
CCC/C(=N\NC(=O)Cc1csc(N2CCOCC2)n1)c1ccccc1 | -2% | -2% | 3% | 1% | ? | -5% | ?

Another view of some results above.
Sequence of screens – HTT aggregate | GoLoco inh red | GAA spleen mod | GAA inh | IMPase Li inh | GAA glycogen | HTT ATP protect
> C/C(=N\NC(=O)C1COc2ccccc2O1)c1cccs1 (centres undefined)
    17%[9.22 µM] | 6% | 2% | -8% | 2%[38.3 µM] | 3% | -5%
> CC1=CC(=Nc2c(C)n(C)n(-c3ccccc3)c2=O)C=CC1=O
    9%[9.22 µM] | -9% | 1% | / | / | -21% | -12%[10 µM]
> COc1cc(NC(=O)c2cc(-c3cccnc3)nc3ccc(C)cc23)c(OC)cc1Cl
    18% | -4% | -9% | -4% | 2% | 7% | 5%[10 µM]

Other records
SMILES | HTT aggregate | GoLoco inh red | GAA spleen mod | GAA inh | IMPase Li inh | GAA glycogen | HTT ATP protect
CCNS(=O)(=O)c1ccc(CCC(=O)NCCC2=CCCCC2)cc1 | 7% | 10% | -3% | 4% | -1% | 2% | ?
Cc1ccc(C(C)C)c(OCC(=O)Nc2ccc(Cl)cn2)c1 | -3% | 0% | -6% | -4% | 35%[38.3 µM] | -8% | 1%
O=C(O)c1ccccc1SCc1cn2cc(Br)ccc2n1 | -5%[9.22 µM] | 23% | -2% | ? | ? | -8% | -55%[inhibitor]
Cc1cccc(NC(=O)C2(c3cccs3)CCOCC2)n1 | 16% | -2% | 2% | 0% | -3% | -2% | -14%[1.9 µM]
CCc1ccc2[nH]c(=O)c(CN(CCCN3CCOCC3)C(=O)Nc3ccccc3)cc2c1 | 8% | 10% | 4% | -1% | 33%[activator][38.3 µM] | 5% | -8%
CCOC(=O)NN1C(=O)c2ccccc2NC1c1ccc(OC)cc1OC (centres undefined) | -2% | -8% | -9% | 9% | -10% | -18% | 24%
CCOc1ccc(NC(=O)CN(Cc2ccccc2)S(C)(=O)=O)cc1 | -10% | -1% | -5% | 3% | -3% | 3% | 6%[10 µM]
Cc1ccc(S(=O)(=O)Nc2cc(S(=O)(=O)N3CCCCC3)ccc2N2CCOCC2)cc1 | ? | -1% | -13% | -4% | 3% | 13% | /
COc1ccc(NC(=O)Cc2c(F)cccc2Cl)c(OC)c1 | 14% | 13% | -8% | -2% | 3% | 6% | 5%[10 µM]
O=C(O)c1ccccc1-c1ccccc1C(=O)NNc1ccccc1 | 7% | -5% | 1% | -6% | -2% | ? | /
CC(O)CNc1nc(Cl)c(C#N)s1 (centres undefined) | -8% | -8% | -2% | 3% | -10% | 5% | -6%
COC(=O)CCC(=O)Nc1ccccc1C(N)=O | -1% | -4% | 4% | 6% | 1%[38.3 µM] | 8% | -3%
c1ccc(CCc2nc(-c3ccccn3)no2)cc1 | 6% | -9% | 7% | -7% | 11%[38.3 µM] | 3% | 1%[10 µM]

Reprinted at random: 5 compounds from above, in no set order.
SMILES | HTT aggregate | GoLoco inh red | GAA spleen mod | GAA inh | IMPase Li inh | GAA glycogen | HTT ATP protect
c1ccc(CCc2nc(-c3ccccn3)no2)cc1 | 6% | -9% | 7% | -7% | 11%[38.3 µM] | 3% | 1%[10 µM]
CCOC(=O)NN1C(=O)c2ccccc2NC1c1ccc(OC)cc1OC (centres undefined) | -2% | -8% | -9% | 9% | -10% | -18% | 24%
Cc1ccc(C(C)C)c(OCC(=O)Nc2ccc(Cl)cn2)c1 | -3% | 0% | -6% | -4% | 35%[38.3 µM] | -8% | 1%
O=C(O)c1ccccc1-c1ccccc1C(=O)NNc1ccccc1 | 7% | -5% | 1% | -6% | -2% | ? | /
COC(=O)CCC(=O)Nc1ccccc1C(N)=O | -1% | -4% | 4% | 6% | 1%[38.3 µM] | 8% | -3%

Not all compounds are listed; rates above refer to the full screens.
